S100A4 MyoIIA = inhibitors of S100A4-myosin IIA peptide binding, primary screen, biochemical, fluorescence polarization, TAMRA-MyoIIA peptide; Protein S100-A4 (Homo sapiens), P26447; inhibition, % at 10.7 µM; actives 0.14% (n = 360,000);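 active = mean inhibition of at least 70% across replicates, with every replicate also reaching that level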
Target sequence (P26447 whole entry, looked up): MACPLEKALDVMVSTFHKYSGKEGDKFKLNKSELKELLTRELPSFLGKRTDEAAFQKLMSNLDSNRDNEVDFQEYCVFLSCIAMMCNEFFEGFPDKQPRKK
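Material: human S100A4 monomer with TAMRA-labelled myosin IIA peptide; buffer or medium: HEPES pH 7.2 with CaCl2, KCl, NaCl, DTT, Triton; compound dosing: one concentration per compound; schedule: 5 min incubation before reading; benchmarks: neutral control DMSO, positive control TFP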
FN deposit inh = inhibitors of fibronectin matrix deposition, primary screen, AH1F cells, Alexa488-fibronectin fluorescence, plate reader. AH1F fibroblasts, overnight. inhibition, % at 12.6 µM. actives 0.086% (n = 350,000);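 active = mean inhibition across replicates of 30% or more, regardless of how many single replicates reach that level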;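 note: positive control wells lacked labelled fibronectin entirely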
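material = AH1F fibroblast monolayer depositing Alexa488-labelled fibronectin into matrix | amount = 10000 AH1F cells/well | buffer or medium = DMEM plus 2% serum, read in PBS | incubation = 1 h cell adhesion before compound, then overnight fibronectin incubation | detection = fluorescence at 485 nm excitation, 525 nm emission | evaluation = percent inhibition as loss of matrix-bound fibronectin fluorescence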
LGR2 antag = inhibitors of bursicon-induced LGR2 CRE-luciferase signal, primary screen, cell-based, HEK293, CRE-luciferase reporter, bursicon stimulation; actives 0.35% (n = 380,000); inhibition, % at 9.99 µM; bursicon-stimulated, 4 h; AID 720647, 2013; Drosophila bursicon receptor LGR2 (rickets);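 active = drop in luminescence signal, shown as inhibition above about 50% in the replicate tests, limit read from the data, passing the limit was not always enough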;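 note: agonist challenge used bursicon conditioned medium at about half maximal strength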
esBAF inh = Bmi1 luciferase reporter increase in mESCs, primary screen, esBAF inhibitor project, mouse ES cells, Bmi1 luciferase knock-in, single point; 24 h; 100% = twice the neutral-well signal; reporter increase, % at 12.5 µM; actives 2% (n = 350,000); in the data active = activation above about 40%;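 note: 0% = median of the plate's neutral control wells and 100% = double that signal; a rise in the Bmi1 reporter signal indicates esBAF inhibition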
SIRT5 block = SIRT5 desuccinylase inhibitors, primary screen, biochemical, fluorescence imaging, single point, set 5; NAD-dependent protein deacylase sirtuin-5, mitochondrial (Homo sapiens), Q9NXA8; Purified SirT5, succinyl-peptide AMC, trypsin-coupled fluorescence; inhibition, % at 15 µM; actives 1.1% (n = 330,000); AID 652115, 2013; in the data active = inhibition above about 15%
Target sequence (Q9NXA8 whole entry, looked up): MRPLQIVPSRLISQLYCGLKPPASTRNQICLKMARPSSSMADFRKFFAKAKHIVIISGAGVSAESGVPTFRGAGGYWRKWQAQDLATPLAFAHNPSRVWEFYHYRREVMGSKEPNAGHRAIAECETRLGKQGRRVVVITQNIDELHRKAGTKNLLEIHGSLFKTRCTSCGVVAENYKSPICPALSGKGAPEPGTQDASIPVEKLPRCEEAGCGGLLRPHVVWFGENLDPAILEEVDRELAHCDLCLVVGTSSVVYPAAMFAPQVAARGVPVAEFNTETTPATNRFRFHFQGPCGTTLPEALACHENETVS
Statin myotox sup = suppressors of statin myotoxicity in C2C12 myotubes, primary screen, cell-based, single point, plate reader; C2C12 myotubes + simvastatin, ATP luminescence, 48 h; scaled: DMSO 0, geranylgeraniol control 100; rescue of ATP level, % at 7.49 µM; actives 0.78% (n = 330,000);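 active = mean ATP rescue above about 67%, or every replicate alone reaching that limit, limit read from the data, passing the limit was not always enough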;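 note: myotubes were challenged with 10 µM simvastatin during compound exposure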
CASP6 VEID inh = human caspase-6 inhibitors, primary screen, biochemical, VEID-R110 fluorescence, single point, set 2 | actives 0.53% (n = 350,000) | AID 686996, 2013 | purified caspase-6, Z-VEID-R110 cleavage fluorescence | P55212 | inhibition, % at 12.5 µM;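 active = mean inhibition across replicates at least about 35%, with every replicate also reaching that limit, limit read from the data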;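 note: 0% = median of neutral control wells and 100% = no fluorescence left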
Target sequence (P55212 24-179 limits assumed): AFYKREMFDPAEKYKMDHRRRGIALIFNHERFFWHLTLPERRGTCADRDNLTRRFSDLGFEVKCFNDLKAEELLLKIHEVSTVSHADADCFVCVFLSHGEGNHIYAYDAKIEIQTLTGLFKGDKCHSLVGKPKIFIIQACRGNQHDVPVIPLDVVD
Target sequence (P55212 194-293 limits assumed): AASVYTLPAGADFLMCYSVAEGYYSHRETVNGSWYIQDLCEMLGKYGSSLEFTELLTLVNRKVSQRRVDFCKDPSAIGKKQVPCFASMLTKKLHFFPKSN
* = called active by the depositor; x = no result given; & = joins results of further samples. A portion of the library. The share of hits here may be higher or lower than overall.

Below each compound – S100A4 MyoIIA	FN deposit inh	LGR2 antag	esBAF inh	SIRT5 block	Statin myotox sup	CASP6 VEID inh
- CCCCCCN1C[C@H](O)[C@@H](n2cc(COC(=O)c3ccccc3)nn2)C[C@@H]1c1ccccc1
→ 8	2	3	-3	-3	0	1
- CC(C)Oc1ccc(C2C(C(=O)c3ccco3)=C(O)C(=O)N2Cc2cccnc2)cc1 (configuration not stated)
→ x	6	x	13	x	20	x
- CCN(C(=S)Nc1ccccc1F)C1CCCCC1
→ x	x	7	3	x	-10	x
- CCC(C)Sc1nc2c(c(=O)[nH]c(=O)n2C)n1C (configuration not stated)
→ x	-3	x	-8	x	8	x
- COCCNC(=O)C[C@@H]1CC[C@H]2[C@@H](COC[C@@H](O)CN2Cc2ccc(Cl)c(Cl)c2)O1
→ x	-7	-19	0	x	11	x
- Nc1nonc1-n1nnc(C(=O)N/N=C/c2ccccc2Br)c1CN1CCCC1
→ 18	6	3	-3	1	-1	1
- COc1ccc(CCNC(=O)CCn2c(=O)c3cccn3c3cccnc32)cc1OC
→ -9	0	-12	2	-7	6	1
- C=CCn1c(CCNC(=O)c2ccccc2F)nnc1SCC(=O)Nc1ccc(OC)cc1
→ 1	5	8	x	2	x	7
- CC(=O)Nc1ccccc1N(CC(O)Cn1c2ccccc2c2ccccc21)S(=O)(=O)c1ccc(C)cc1 (configuration not stated)
→ 1	0	3	x	-1	x	3
- CC(=O)N1[C@@H]2Cn3c(ccc(C4=CCCCC4)c3=O)[C@H]1[C@@H](C(=O)NC1CCC1)[C@@H]2CO
→ 12	9	0	0	-35	-13	-2
- COC(=O)c1sc(S(=O)(=O)N2CCN(c3ccc(OC)cc3)CC2)c(C(=O)OC)c1C
→ x	2	-7	-1	x	6	x
- COc1ccc(CCNC(=O)c2ccc(CS(=O)(=O)c3ccc(Br)cc3)o2)cc1OC
→ 3	-8	17	x	-1	x	3
- COc1cccc(NC(=O)COC(=O)c2ccc3c(c2)OCCO3)c1
→ 9	-2	x	-9	0	0	-2
- CCCCOc1ccc(CSc2nc(C)[nH]c2[N+](=O)[O-])cc1[N+](=O)[O-]
→ 8	-6	-19	x	1	x	0
- CCCN(C(=O)c1cccc(S(=O)(=O)N2CCN(C)CC2)c1)c1c(N)n(Cc2ccccc2)c(=O)[nH]c1=O
→ -6	7	-11	0	0	6	-2
- CC(Oc1ccccc1)C(=O)NNS(=O)(=O)c1ccc([N+](=O)[O-])cc1 (configuration not stated)
→ -1	-4	2	x	-2	x	8
- COc1cc(NC(=O)c2cc3cccc(OC)c3o2)cc(C(=O)Nc2cccc(C(F)(F)F)c2)c1
→ -7	-5	22	3	x	-10	-1
- CCc1ccc(-c2cc(C(=O)O)c3ccccc3n2)s1
→ 6	0	8	29	-43	0	23
- O=[N+]([O-])c1cc(F)c(N2CCOCC2)cc1N1CCCCC1
→ -1	x	-1	0	1	42	-4
- Cc1onc(-c2c(Cl)cccc2Cl)c1C(=O)NCc1ccco1
→ x	x	-9	-4	x	-126	x
- C[C@H](CO)N1C[C@H](C)[C@H](CN(C)Cc2ccc3c(c2)OCO3)OCc2ccccc2-c2c(n(C)c3ccccc23)C1=O
→ -24	6	18	x	6	x	0
- C=C(C)COc1ccc(-c2ncncc2-c2ccccc2OC)c(O)c1
→ 2	0	-9	x	0	x	3
- C#CCNC(=O)C[C@@H]1C[C@@]2(C(=O)OC)CCCCC=C2N(Cc2ccc(Cl)cc2Cl)C1=O
→ -5	-6	27	x	-2	x	2
- C[C@@H]1CN([C@H](C)CO)C(=O)c2cc(NS(C)(=O)=O)ccc2O[C@@H](C)CCCCO[C@H]1CN(C)C(=O)Nc1ccc(C(F)(F)F)cc1
→ 11	x	20	9	4	x	1
- Nc1[nH]c(C(=O)c2ccc(Cl)cc2)c(-c2ccc(Br)cc2)c1C(=O)NCc1ccc(Cl)cc1Cl
→ -4	-3	9	x	-2	x	-1
- Cc1ccc(NC(=O)COC(=O)C2CC2(Cl)Cl)cc1C (configuration not stated)
→ -20	-4	1	-2	-2	1	3
- COc1ccccc1NC(=O)N1CCN(Cc2ccc3c(c2)OCO3)CC1
→ -4	4	-3	-8	-1	3	-1
- O=C(Nc1cccc(C(=O)N2CCCCC2)c1)C1CCCCC1
→ -1	1	-9	7	x	8	3
- COc1cc(N/N=C(\C)c2ccc(N)cc2)nc(-c2ccccc2)n1
→ 2	-3	-47	x	4	x	-3
- COCCNC(=O)C1(C)CCCN(C(=O)c2ccc(F)cc2Cl)C1 (configuration not stated)
→ 5	15	3	-3	x	1	-4

4 of the entries above in order of their number in S100A4 MyoIIA, lowest first:
molecule	S100A4 MyoIIA	LGR2 antag	esBAF inh	SIRT5 block	CASP6 VEID inh
C[C@H](CO)N1C[C@H](C)[C@H](CN(C)Cc2ccc3c(c2)OCO3)OCc2ccccc2-c2c(n(C)c3ccccc23)C1=O	-24	18	x	6	0
O=[N+]([O-])c1cc(F)c(N2CCOCC2)cc1N1CCCCC1	-1	-1	0	1	-4
C=CCn1c(CCNC(=O)c2ccccc2F)nnc1SCC(=O)Nc1ccc(OC)cc1	1	8	x	2	7
CCc1ccc(-c2cc(C(=O)O)c3ccccc3n2)s1	6	8	29	-43	23

Remaining list, next part.
Below each compound – S100A4 MyoIIA	FN deposit inh	LGR2 antag	esBAF inh	SIRT5 block	Statin myotox sup	CASP6 VEID inh
- CCc1ccc2[nH]cc(S(=O)(=O)c3ccc(C)c(C)c3)c(=O)c2c1
→ -2	x	5	1	-4	2	-1
- C[C@H](CO)N1C[C@H](C)[C@@H](CN(C)CC2CCCCC2)Oc2ccc(N(C)C)cc2CC1=O
→ 21	x	x	4	-3	8	0
- O=C(CSc1ccc(Br)cc1)NC1CCCCCC1
→ -1	-13	-51	26	x	-6	0
- Cc1cc(C)c(C(=O)COC(=O)CN2C(=O)NC3(CCCC3)C2=O)cc1C
→ -2	-5	x	-2	x	-5	1
- CCCCSC1=N/C(=C/c2ccsc2)C(=O)N1c1ccccc1
→ -8	5	-2	x	-2	x	3
- COc1ccc(NC(=S)NNC(=O)OC(C)(C)C)cc1OC
→ x	3	-27	-1	x	-32	x
- CCCCOc1ccc(-c2nnn(CC(=O)c3c[nH]c4ccccc34)n2)cc1
→ x	-5	x	7	x	-12	x
- C[C@H](CO)N1C[C@H](C)[C@@H](CN(C)Cc2ccc(Oc3ccccc3)cc2)Oc2c(NC(=O)C3CCCCC3)cccc2C1=O
→ -1	x	13	-3	7	22	2
- Cc1ccc(-c2csc3ncnc(NCCC(=O)O)c23)cc1
→ 4	2	33	-2	0	-5	3
- CC(NC(=O)c1cccs1)C(c1cccs1)N1CCN(c2ccccc2)CC1 (configuration not stated)
→ 2	x	7	-15	-3	37	2
- COc1ccccc1S(=O)Cc1ccc(C(=O)NC2CCCC2)o1 (configuration not stated)
→ -1	-8	-7	-5	x	-7	3
- CC(=O)NC1C(Oc2ccccc2C)OC(CO)C(O)C1O (configuration not stated)
→ 2	2	-16	-3	-5	2	7
- CC(C)COc1ccc(S(=O)(=O)n2cc(F)c(=O)[nH]c2=O)cc1
→ -2	x	23	x	-2	x	3
- Cc1ccc(CNC(=O)c2ccc(N3CCC4(CC3)CC(c3ccccc3)=NO4)c([N+](=O)[O-])c2)cc1
→ 5	10	-4	-1	x	1	-2
- Clc1nnc(N/N=C/c2ccccc2)c2ccccc12
→ x	3	-46	39	x	47	x
- CCCC(=O)N1CC2(C1)CN(C(=O)Cc1ccccn1)[C@H](CO)c1[nH]c3cc(OC)ccc3c12
→ 16	x	-3	x	x	x	2
- Cc1ccccc1CSCC(=O)NCCSc1ccccn1
→ 2	-6	x	x	-2	x	-2
- CNc1cnc(-c2ccc(F)c(F)c2F)cn1
→ 1	-6	-91	73*	x	-14	0
- Cc1cc(C(=O)Nc2ccc3c(c2)C(=O)N(C)[C@H]2CC[C@@H](CC(=O)O)O[C@H]2CO3)no1
→ x	-1	-18	-1	x	5	x
- Cc1nc(Nc2ccccc2)sc1C(=O)c1ccc(F)cc1
→ 3	-4	-47	66*	-1	10	10
- Cn1c(C=O)c(C#Cc2ccccc2)c2ccccc21
→ -7	14	13	2	x	-11	1
- CN(CC(=O)Nc1cccc(F)c1)C(=O)CCc1nc2ccccc2c(=O)[nH]1
→ -3	3	-15	-5	0	2	0
- O=C(CN(CCc1ccccc1)C(=O)c1csnn1)NC1CCCC1
→ -1	15	x	5	4	4	1
- Cc1ccc(NC(=S)NCc2ccc3c(c2)OCO3)cc1C
→ 4	-4	-4	x	x	x	1
- COc1ccc(S(=O)(=O)N(C)C[C@H]2OCCCC[C@H](C)Oc3ccc(NC(=O)Nc4ccccc4)cc3C(=O)N([C@@H](C)CO)C[C@H]2C)cc1
→ x	7	1	-1	x	x	x
- CN(C)C(=O)c1ccc(NC(=O)COC(=O)C2=COCCO2)cc1
→ 9	5	17	4	-3	6	-4
- C[C@H](CO)N1C[C@H](C)[C@H](CN(C)C(=O)Nc2cccc(F)c2)Oc2cc(C#CC3(O)CCCC3)ccc2S1(=O)=O
→ 8&19&40	8&8	-4&17	1&0&-7	-1&0&-29	3&-12&-30	0&-1&-1
- CN(CC(=O)Nc1cc(S(=O)(=O)N2CCCCCC2)ccc1Cl)Cc1ccc2c(c1)OCO2
→ -4	10	2	-32	1	-12	1
- Cc1ccc(N2CC(C(=O)N3CCCCCC3)CC2=O)cc1 (configuration not stated)
→ 1	-1	6	-3	5	0	3
- COc1ccc(NC(=O)C2Cc3c(-c4ccc5c(c4)OCO5)ccnc3O2)cc1 (configuration not stated)
→ -4	-14	22	-23	-17	-2	1

Additional compounds follow.
Below each compound – S100A4 MyoIIA	FN deposit inh	LGR2 antag	esBAF inh	SIRT5 block	Statin myotox sup	CASP6 VEID inh
- OC(c1ccc(-c2ccccc2)cc1)c1ncc(-c2ccc(F)cc2)[nH]1 (configuration not stated)
→ 4	-6	-5	0	x	11	1
- CCc1noc(C)c1C(=O)OC(C)C(=O)Nc1ccccc1OC (configuration not stated)
→ 3	0	-9	0	1	-7	6
- CCCCN(C(=O)c1cnc2n(c1=O)CCS2)c1ccccc1
→ -17	4	-9	5	-1	-11	1
- Cc1ccc(F)cc1NC(=O)c1cnccn1
→ -4	-10	-37	x	-3	x	1
- COc1ccc(F)c(CN2CCC(N3CCC(C(=O)N4CCOCC4)CC3)CC2)c1
→ -25	-4	-27	x	0	x	-11
- CCCCc1ccc(CC2S/C(=C(\C#N)C(=O)N3CCOCC3)N(c3ccccc3)C2=O)cc1 (configuration not stated)
→ x	-10	x	3	x	10	x
- COc1ccc(S(=O)(=O)N(C)C[C@H]2OCCCC[C@@H](C)Oc3ccc(N(C)C)cc3C(=O)N([C@@H](C)CO)C[C@@H]2C)cc1
→ -14	x	-1	2	0	-3	0
- CNC(=S)NC1CC2CCCC(C1)N2Cc1ccccc1OC (configuration not stated)
→ 5	3	7	-1	-10	27	-11
- O=S(=O)(c1ccccc1)N1CCN(c2ncnc3sc(-c4ccccc4)cc23)CC1
→ x	1	x	-47	x	19	x
- CC=Cc1ccc2n(c1=O)C[C@H]1[C@H](CO)[C@@H](C(=O)N3CCN(C)CC3)N(Cc3ccccc3OC)[C@@H]21 (mixture of isomers)
→ x	x	6	-1	x	-13	x
- CCC(=O)N1CCCC(C)(C(=O)Nc2nccc3cccnc23)C1 (configuration not stated)
→ 1	4	-11	-5	-1	8	0
- O=C(NCc1ccc(Cl)c(Cl)c1)c1cc(C2CCCCN2C(=O)c2ccccc2)on1 (configuration not stated)
→ -3	-6	-7	-4	-3	5	-4
